# IEC-6 cytotox = kills IEC-6 intestinal cells in KLF5 counter-screen | 290,000 tested, 0.78% active | IEC-6 cytotoxicity, luminescence viability | AID 1825 | inhibition, % at 5 µM; in the data active means inhibition above about 22%;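 further: 0% = plate median of test compound wells and 100% = cytotoxic reference compound wells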
# GSK3beta inhib = human GSK3beta kinase inhibition. GST-GSK3beta kinase, ADP-Glo luminescence, 60 min; active compounds read low. activity score (negative = inhibition), % at 10 µM. 300,000 tested, 0.038% active. AID 2097;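 active means more than half of replicate wells score below -50%, meaning over 50% inhibition versus plate controls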;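 further: 0% = median DMSO wells and -100% = median GW8510 positive control wells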
# Target sequence (P49841 whole entry, looked up): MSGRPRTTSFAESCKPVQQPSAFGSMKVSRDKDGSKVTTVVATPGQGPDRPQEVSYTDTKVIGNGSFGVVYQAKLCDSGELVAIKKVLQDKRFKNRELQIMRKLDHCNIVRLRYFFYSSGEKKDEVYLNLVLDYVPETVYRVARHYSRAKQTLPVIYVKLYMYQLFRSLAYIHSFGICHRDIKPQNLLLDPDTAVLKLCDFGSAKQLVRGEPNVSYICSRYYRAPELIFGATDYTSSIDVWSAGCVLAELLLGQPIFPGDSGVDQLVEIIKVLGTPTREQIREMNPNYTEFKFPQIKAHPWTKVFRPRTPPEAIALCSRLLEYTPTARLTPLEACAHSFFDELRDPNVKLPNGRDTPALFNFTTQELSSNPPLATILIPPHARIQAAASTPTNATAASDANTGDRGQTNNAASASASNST
#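 test system = GST-tagged human GSK3beta kinase, cell-free | reagent = 25 µM ATP with peptide substrate | dosing = one dose of 10 µM per compound | schedule = 60 min reaction, RT | detection = luminescent ADP-Glo measurement of ADP formed | control set = DMSO neutral wells and GW8510 at 20 µM as positive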
# aSyn 5UTR inh = 5' untranslated region of α-synuclein, MLPCN primary screen. inhibition, % (tested at 7.5 µM). 300,000 tested, 0.82% active. AID 1813. alpha-synuclein 5'UTR reporter, inhibitor activity; in the data active means inhibition above about 60%;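 further: H4 neuroglioblastoma cells stably carrying SNCA 5'UTR luciferase fusion; 0% = DMSO wells and 100% = positive control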
# HSP90 inh = inhibitors of HSP90 luciferase refolding in rabbit reticulocyte lysate; 290,000 tested, 0.91% active; AID 1789; luciferase refolding luminescence, 3 h; inhibition, % at 5.6 µM;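 active means inhibition above the screen-wide mean plus 3 SD, computed separately per campaign, cut at about 16% in these data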;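 further: 0% = DMSO wells and 100% = 60 µM geldanamycin wells; inhibitors lower the luminescence because luciferase stays unfolded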
# AI-2 QS mod = Vibrio harveyi AI-2 quorum sensing modulation; AID 2094; Vibrio harveyi JMH597 AI-2 luminescence/OD600 ratio, 9 h; active compounds read low; strain lacks LuxN and CqsS sensors; 0 = neutral-control median; 300,000 tested, 0.4% active; activity change, % at 7.5 µM; in the data active means activity change below about -75%, passing the limit was not always enough;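 further: luminescence divided by OD600 gain over 9 h not by final OD600 alone; inactives centre near 13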
# PolyA inh = yeast polyadenylation inhibition | S. cerevisiae SKY197-pL101 polyadenylation reporter, beta-gal luminescence; efflux-impaired pdr1/pdr3 knockout yeast; score 100 = 6 SD above DMSO | calls only at 12 µM | 300,000 tested, 0.02% active | AID 1875;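 active means lowest replicate activity score at least 50, where 100 means six control SD above control mean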;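 further: yeast exposed to compound for 9 h at 30 °C; higher score means more reporter readthrough which indicates perturbed polyadenylation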
# GSK3A inh = human GSK-3 alpha kinase inhibition. P49840. ADP-Glo luminescence, 60 min. inhibition, % at 10 µM. 320,000 tested, 0.1% active. AID 2650;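 in the data active means inhibition above about 50%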;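 further: GST-tagged GSK-3 alpha with peptide substrate and 25 µM ATP; 0% = DMSO neutral wells and 100% = GW8510 positive control wells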
# Target sequence (P49840 whole entry, looked up): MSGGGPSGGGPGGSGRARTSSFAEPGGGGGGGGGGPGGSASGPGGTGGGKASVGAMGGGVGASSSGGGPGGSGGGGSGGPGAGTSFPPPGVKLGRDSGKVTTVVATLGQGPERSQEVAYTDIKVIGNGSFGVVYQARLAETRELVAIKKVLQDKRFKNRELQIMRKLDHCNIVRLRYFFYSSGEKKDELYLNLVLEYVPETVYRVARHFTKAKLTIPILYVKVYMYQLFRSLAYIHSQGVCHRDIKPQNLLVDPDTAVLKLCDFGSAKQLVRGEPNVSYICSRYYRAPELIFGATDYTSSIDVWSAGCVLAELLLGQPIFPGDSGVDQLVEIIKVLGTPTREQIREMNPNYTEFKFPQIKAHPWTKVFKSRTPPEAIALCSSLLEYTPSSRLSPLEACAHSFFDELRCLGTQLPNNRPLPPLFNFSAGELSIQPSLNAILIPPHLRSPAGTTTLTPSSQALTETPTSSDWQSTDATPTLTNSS
# HSF1 activator = increases HSF-1 driven luciferase reporter signal; activation, % at 9 µM; NIH3T3-HGL HSF-1 luciferase reporter, MG132, 8 h; 100% = twice DMSO control signal; AID 504408; 300,000 tested, 1.7% active;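 active means mean replicate activation of at least 50% with a set share of replicates each reaching 50%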;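 further: 0% = median of the neutral control wells and 100% = twice that signal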
# HSF1 inhib = HSF1 inhibition; NIH3T3-HGL HSE-luciferase, MG132-induced, luminescence 8 h; active compounds read low; activity change, negative = inhibition, % at 7.5 µM (by protocol); 300,000 tested, 0.77% active; AID 2098;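 active means more than half of replicate wells show activity change below -50%, luminescence cut by over half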;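 further: luciferase reports HSF-1 transcriptional activity via heat shock element; 0% = median of DMSO wells and -100% = zero luminescence signal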
# KLF5 inhibitor = kruppel-like factor 5 inhibition; DLD-1 KLF5 promoter-luciferase reporter, luminescence; 290,000 tested, 0.23% active; inhibition, % at 5 µM;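 active means inhibition above a per-plate limit of that plate's mean compound inhibition plus 3 SD, cut at about 60% in these data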;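 further: 0% = DMSO wells and 100% = LY294002 at 200 µM; higher means less KLF5 promoter-driven luciferase light; inactives centre near -14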
# * marks the source's active call; other numbers are inactive results; i = inactive; nt = no result given. Only part of the results is shown (hit frequency here may not be typical).
SMILES,IEC-6 cytotox,GSK3beta inhib,aSyn 5UTR inh,HSP90 inh,AI-2 QS mod,PolyA inh,GSK3A inh,HSF1 activator,HSF1 inhib,KLF5 inhibitor
CCC1=NN(C(=O)Cc2ccc([N+](=O)[O-])cc2)C(O)(c2ccc(Br)cc2)C1 (stereo unspecified),2,1,12,-3,8,i,-3,16,18,-2
CC(C)(C)n1nc2c(c1NC(=O)c1ccccc1)CS(=O)(=O)C2,-5,2,2,-4,30,i,-4,-6,-4,-1
CC1=NN(C)C(=O)C1Cc1c(F)cccc1Cl (stereo unspecified),nt,2,3,nt,-5,i,-2,-1,1,nt
COc1ccc(C(O)(c2ccccc2OC)C(CN2CCOCC2)c2ccccc2)cc1 (stereo unspecified),-6,5,23,0,18,nt,1,8,3,-25
CC(C)NC(=S)N1CCCN(c2ncccc2[N+](=O)[O-])CC1,-8,0,-2,-2,18,i,1,2,-9,-51
CCNC(=O)c1cc(S(=O)(=O)N(C)C)c(Cl)cc1Cl,-5,-1,9,2,15,i,1,-5,-5,-17
CCCN1CCC(=O)N([C@H](CSc2ccc(Br)cc2)Cc2ccccc2)CC1,nt,-1,1,nt,3,i,0,-4,8,nt
O=C(CSc1nnc(CNC(=O)c2ccc(F)cc2)o1)Nc1ccc2c(c1)OCO2,8,0,-6,0,8,i,-1,-22,-3,-30
CCCCOC(=O)C1=C(C)NC(=O)NC1c1cccc([N+](=O)[O-])c1 (stereo unspecified),0,-2,18,-3,-4,i,17,11,12,-12
CCc1nnc(NC(=O)CSc2nc3c(c(=O)n2C)SC(C)C3)s1 (stereo unspecified),2,1,21,3,15,i,-1,-17,-1,-21
O=C(CCc1ccccc1)NCc1ccc2c(c1)OCO2,3,0,-7,-3,0,i,0,16,0,-35
O=C(NCC(=O)N(Cc1ccccc1)C(C(=O)NC1CCCC1)c1ccncc1)c1ccco1 (stereo unspecified),-4,1,10,-4,37,i,0,2,-7,-2
CN(C)S(=O)(=O)c1cccc(NC(=O)COC(=O)CCSc2ccc(Cl)cc2)c1,0,3,22,-1,36,i,-9,36,8,7
COc1ccc(NC(=S)N(CCCN2CCCC2)Cc2ccco2)cc1,-2,0,0,2,9,i,-1,7,3,-7
COc1ccc(Nc2oc(COc3ccccc3F)nc2C#N)cc1,4,-27,38,2,27,i,0,21,10,-20
CCOc1cc(Cl)c(NC(=O)c2ccco2)cc1OCC,0,4,40,4,21,i,0,-17,-5,-5
Fc1ccc(CSc2ncnc3nc[nH]c23)cc1,-5,3,6,-1,6,i,-1,-6,-6,11
O=c1c2cc(Cl)ccc2[nH]c(=S)n1Cc1ccccn1,6,3,-39,-3,14,i,-3,15,1,-30
CC1(C)CC(=O)C2=C(C1)N(c1ccccc1)C(N)=C(C#N)C2c1ccsc1 (stereo unspecified),5,1,-11,4,18,i,-2,0,4,12
CCCCNC(=O)CN1CCC2(O)CCCCC2C1c1ccccc1OC (stereo unspecified),-2,2,4,-3,13,i,1,4,4,-5
Cc1cccc(N2CCN(S(=O)(=O)c3c(C)[nH]c(=O)[nH]c3=O)CC2)c1C,6,1,-4,12,5,i,-2,-6,-8,2
CC1(C)Cc2c(c(N3CCOCC3)nc3snc(Br)c23)CO1,0,-2,36,4,8,i,nt,0,0,10
CN(C)CCCCOc1ccccc1-c1ccccc1,4,-1,-10,1,13,i,-2,-2,0,-41
COc1ccc(CCNC(=O)c2c(C)cc(=O)oc2C)cc1OC,3,0,15,3,6,i,-6,8,4,-4
COc1ccc(-c2cc(C(=O)Nc3cc(S(N)(=O)=O)ccc3C)c3ccccc3n2)cc1OC,nt,2,-8,nt,16,i,-5,29,2,nt
CCOCCCN(C(=O)CNC(=O)c1ccco1)C(C(=O)NC1CCCC1)c1ccccc1C (stereo unspecified),3,-1,9,4,31,i,-2,-5,-3,12
N/C(=N\c1nc2ccccc2o1)NC(=O)C(Cc1ccccc1)N1C(=O)c2ccccc2C1=O (stereo unspecified),-3,2,1,1,-12,i,4,-13,-3,-35
Cc1ccccc1Cn1nc(C)c(NC(=O)c2ccccc2)c1C,-1,1,-1,-5,15,i,-3,-12,1,-6
CCN1C(=O)/C(=C/c2cccs2)SC1=Nc1ccc(OC)cc1,7,-2,34,3,50,i,-1,6,4,-7
O=C(CN(Cc1ccccc1)S(=O)(=O)c1ccc2c(c1)OCCO2)N/N=C/c1cccc(Br)c1,-7,0,16,3,13,i,-3,-12,-2,-25
N#C/C(=C/c1ccc(Br)o1)C(N)=O,-8,0,-12,-3,21,i,3,-92,-92*,-36
O=S(=O)(NC(=NC1CCCC1)C(F)(F)F)c1ccccc1,7,4,0,4,2,i,-5,-15,-2,-18
NCCCC[C@H](N)c1nnc([C@H](CC(=O)O)NC(=O)C2CCNCC2)o1,1,-3,25,6,11,i,-3,6,1,0
CCC(=O)Nc1nc2ccccc2n1Cc1ccccc1C,19,-1,65*,0,21,i,-1,-34,-21,0
CC(C)CC(=O)Nc1ccc([N+](=O)[O-])cc1Cl,-2,-1,17,3,59,i,-1,23,-6,-6
COc1ccc(/C=C/c2ccc(=O)n(Cc3ccccc3)n2)cc1,4,-1,-17,-3,8,i,-2,23,19,14
CSCCC(NC(=O)COc1ccccc1)C(=O)Nc1ccc(C)cc1 (stereo unspecified),-1,-3,-5,2,11,i,-4,-1,-7,-18
COc1cc(/C=C2\SC(N)=NC2=O)ccc1OCC(=O)Nc1ccc(C)cc1,-5,1,-4,-1,28,i,-2,-17,-15,-7
Cc1cc(C)c2c(N)c(S(=O)(=O)Cc3ccccc3)sc2n1,5,0,-8,-2,34,i,nt,0,2,-12
Cc1sc2ncn(CC(=O)NCCCC(=O)N3CCN(Cc4ccc5c(c4)OCO5)CC3)c(=O)c2c1C,-5,3,-21,0,2,i,-1,26,2,-33
COc1ccc(NC(=O)COC(=O)C2CC(=O)N(Cc3ccc(C)cc3)C2)cc1 (stereo unspecified),2,-3,4,-1,22,i,-4,3,-2,-20
O=C(Nc1ccc2oc(=O)ccc2c1)c1cc([N+](=O)[O-])ccc1N1CCOCC1,-3,1,-10,-1,17,i,-1,-8,-2,-12
COc1cccc(CNC(=O)Cn2ccc([N+](=O)[O-])n2)c1,-1,nt,4,4,nt,i,-2,-8,0,-31
Cc1cccc(C)c1NC(=S)NC(=O)c1ccccc1F,5,0,3,1,26,i,3,7,1,13
Cc1cc(C)n(CCN(C)c2nc3nonc3nc2NC2CC2)n1,-2,0,0,0,24,i,-2,1,-1,-12
COC(=O)C1CCCCN1C(=O)c1ccc2oc(Cc3ccccc3)nc2c1 (stereo unspecified),-2,2,-88,-4,-65,i,nt,39,16,-128
CNC(=S)NNC(=O)c1oc2nc(-c3ccccc3)cc(-c3ccco3)c2c1N,-8,-1,6,13,20,i,8,8,5,10
CCOC(=O)NC1(NCC(C)C)Oc2ccccc2O1,-2,2,-32,3,7,i,-2,0,6,-23
CC(=O)Nc1ccc(NC(=O)COC(=O)c2cc(S(=O)(=O)N(C)C)ccc2N2CCCC2)cc1,nt,2,8,nt,5,i,0,7,1,nt
c1ccc(-c2cn(CC3CCCCC3)nn2)cc1,2,1,-200,-5,-57,i,2,39,40,-137
COc1cccc2c1OCC([C@@H]1C[C@H]3CN(Cc4cccc(Cl)c4)C(=O)[C@]34CCCN14)=C2,0,-2,13,7,30,i,-2,25,9,14
O=C1CCCN1CC(O)CS(=O)(=O)Cc1ccccc1Cl (stereo unspecified),0,2,1,1,16,i,1,3,-6,-3
O=C(CSc1ccc(-c2cccnc2)nn1)Nc1ccccc1F,-6,-3,-25,-1,14,i,1,8,3,-23
Cc1c(Cl)ccc(S(=O)(=O)NCCN2CCOCC2)c1Cl,-7,2,0,1,2,i,-4,1,-4,-56
COc1ccc(-n2nc(C(=O)NCc3ccco3)c3c4ccccc4n(C)c3c2=O)cc1,-8,-1,4,0,18,i,nt,18,13,-9
COc1ccc(S(=O)(=O)N2CCC(C(=O)NC3CCCCC3)CC2)cc1C,-1,-1,25,-5,20,i,0,1,-8,-20
Cc1ccc(S(=O)(=O)c2nnn(-c3cccc(F)c3)c2N)cc1,-2,-1,6,-4,-97*,i,nt,-10,1,2
Oc1ccc(/C=N/N(Cc2ccccc2)c2ccccc2)cc1,-6,2,-7,0,44,i,-6,15,13,-22
COc1ccc(Oc2nc(OC)cc(OC)n2)cc1,1,1,-5,2,20,i,5,0,1,2
CCOC(=O)C1CCN(Cc2cccc(OC)c2)CC1,3,-1,-15,-3,26,i,-1,2,-2,0

# (more compounds)
SMILES,IEC-6 cytotox,GSK3beta inhib,aSyn 5UTR inh,HSP90 inh,AI-2 QS mod,PolyA inh,GSK3A inh,HSF1 activator,HSF1 inhib,KLF5 inhibitor
Cc1cccc(NC(=S)N2CCCC2)c1,2,0,3,-1,4,i,-1,6,4,2
COc1cc(CNC(C)(C)CO)cc(Br)c1OCc1ccc(Cl)cc1Cl,5,-4,-44,0,7,i,9,10,-2,-27
CCNC1CCS(=O)(=O)C1 (stereo unspecified),3,-3,0,-2,26,i,0,-2,-7,-19
CN(C)CCN(C(=O)c1ccc(S(=O)(=O)N2CCc3ccccc32)cc1)c1nc2ccc(F)cc2s1,-1,-1,-29,-1,16,i,0,14,5,-47
Cc1ccc(CNC(=O)c2oc3ccc(S(=O)(=O)N4CCOCC4)cc3c2C)cc1,0,0,24,0,9,i,0,9,10,-35
COc1ccccc1CCC(=O)N(C)C1CCCN(Cc2ccccc2F)C1 (stereo unspecified),2,1,-7,1,13,i,0,-2,2,9
O=C(Nc1ccc(N=Nc2ccccc2)cc1)c1cccc(Cl)c1,-2,-4,-6,0,31,i,-3,-17,-4,-11
Cc1ccc([N+](=O)[O-])cc1NC(=O)/C=C/C(=O)O,0,3,-4,5,26,i,-3,0,-11,-16
COc1ccc(C2c3[nH]c4ccccc4c3CCN2C(=O)Cc2nonc2C)c(F)c1 (stereo unspecified),-2,2,-35,0,25,i,18,43,32,-4
O=C(Nn1cnnc1)c1ccccc1-c1ccccc1,-1,4,10,2,3,i,1,47,9,-34
O=C(Nc1ccc(N2CCOCC2)c(Cl)c1)c1ccc(S(=O)(=O)N2CCOCC2)cc1,4,2,10,0,20,nt,-3,-4,-7,3
